# High-throughput results deposited in PubChem by several laboratories.
# CaV13 FRET inh: Disruptors of the CACNA1D IQ motif to Ca2+-dependent inactivation inhibitor domain association, primary screening, Förster resonance energy transfer in intact living … | HEK cells, CFP/YFP FRET ICDI-IQ, plate reader, 10 min; percent FRET-ratio fall versus neutral wells | inhibition, % at 12.3 µM | 340,000 tested, 0.098% active;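 active = mean replicate inhibition of at least 30% and at least 1% of replicates passing that level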;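 also: 0% = median of the neutral control wells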
# Vif inh: HIV Vif inhibition | HEK293T cells, Vif self-association by quenched fluorescence, imaging, 24 h | inhibition, % at 7.49 µM | 340,000 tested, 0.35% active; in the data active = inhibition above about 50%, passing the limit was not always enough; also: some results filed as inactive read as strong as hits
# aDG glyco up: alpha-DG glycosylation activation | Pro5-aDG cells, alpha-DG glycosylation AlphaScreen (IIH6); 0% Pro5, 100% B10-LARGE cell signal | activation, % at 10 µM | 360,000 tested, 0.22% active | AID 624168;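 active = activation of at least 8% versus controls, or a plate z-score of at least 8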;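 also: Pro5 are CHO cells carrying HIG-tagged alpha-DG that lacks glycosylation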
# MC4R ag barr: agonists of human melanocortin 4 receptor (MC4R) beta-arrestin; activation, % at 8.9 µM; P32245; 360,000 tested, 0.98% active; AID 540308; U2OS MC4R beta-arrestin complementation, luminescence; percent of melanotan II response, DMSO zero;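 active = activation above a per-plate cutoff, the mean activation of sample wells on that plate plus 3 SD, cut at about 8% in these data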
# PDI inh: blocks human protein disulfide isomerase activity. P07237. PDI insulin aggregation turbidity, A650, 90 min. inhibition, % at 10 µM. 350,000 tested, 0.052% active;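 active = mean inhibition across replicates of 30% or more, whatever share of single replicates reach that level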;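 also: absorbance from insulin aggregation driven by PDI reduction with DTT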
# Target sequence (P07237 whole entry, looked up): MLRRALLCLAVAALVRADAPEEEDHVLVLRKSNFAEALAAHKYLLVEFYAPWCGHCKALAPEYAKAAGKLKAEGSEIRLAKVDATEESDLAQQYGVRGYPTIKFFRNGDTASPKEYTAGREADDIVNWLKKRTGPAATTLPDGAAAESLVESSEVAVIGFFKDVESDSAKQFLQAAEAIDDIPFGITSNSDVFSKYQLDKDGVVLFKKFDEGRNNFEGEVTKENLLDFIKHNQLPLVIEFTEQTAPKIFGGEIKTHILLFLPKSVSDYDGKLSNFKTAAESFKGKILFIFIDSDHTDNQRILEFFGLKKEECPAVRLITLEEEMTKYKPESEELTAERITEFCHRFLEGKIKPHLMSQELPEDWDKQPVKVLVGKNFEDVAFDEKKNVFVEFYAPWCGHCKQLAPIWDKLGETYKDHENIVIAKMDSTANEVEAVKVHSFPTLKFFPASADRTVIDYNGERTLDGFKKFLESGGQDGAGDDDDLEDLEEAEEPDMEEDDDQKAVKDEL
# ABCB6 inh 2: blocks the human ABCB6 transporter. K562-ABCB6 porphyrin accumulation, flow cytometry, 1 h; active compounds read low. fluorescence ratio to DMSO, % at 10 µM. 360,000 tested, 0.19% active. AID 602162;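 active = fluorescence ratio to DMSO below 75%, the collection mean minus 3 SD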;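 also: signal is porphyrin accumulated inside mitochondria; 100% equals median channel fluorescence of DMSO control wells; lower ratio means ABCB6 inhibition with less porphyrin fluorescence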
# HTR2A ag: activates the mouse 5-HT2A serotonin receptor; P35363; CHO-K1 mHTR2A beta-arrestin complementation, luminescence; percent of 30 µM serotonin response; activation, % at 7.6 µM; 360,000 tested, 0.66% active; AID 624169;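 active = activation above a run cutoff, the mean activation of all tested compounds plus 3 SD, cut at about 14% in these data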;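 also: 0% = plate median of compound wells and 100% = 30 µM serotonin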
# Target sequence (P35363 whole entry, looked up): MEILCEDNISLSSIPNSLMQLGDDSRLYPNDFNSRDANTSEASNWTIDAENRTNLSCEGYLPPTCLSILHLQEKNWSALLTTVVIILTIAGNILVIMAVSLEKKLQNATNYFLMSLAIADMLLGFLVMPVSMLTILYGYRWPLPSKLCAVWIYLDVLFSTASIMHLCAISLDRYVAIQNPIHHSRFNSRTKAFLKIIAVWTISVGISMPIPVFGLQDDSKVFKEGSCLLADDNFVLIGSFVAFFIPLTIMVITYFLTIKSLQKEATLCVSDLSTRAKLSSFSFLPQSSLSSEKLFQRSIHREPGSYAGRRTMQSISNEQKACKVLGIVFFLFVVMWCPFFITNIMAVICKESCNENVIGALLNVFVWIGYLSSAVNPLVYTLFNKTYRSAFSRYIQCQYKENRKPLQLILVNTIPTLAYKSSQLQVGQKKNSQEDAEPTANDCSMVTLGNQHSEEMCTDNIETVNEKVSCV
# MC4R antagonist: human MC4R antagonism in cAMP assay; MC4R-expressing cells, MTII-stimulated cAMP, LANCE TR-FRET; P32245; 360,000 tested, 0.48% active; inhibition, % at 6.5 µM; AID 540295;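 active = inhibition above its plate's cutoff, the mean of tested wells on that plate plus 3 SD, cut at about 29% in these data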;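 also: 0% = Melanotan II alone and 100% = Melanotan II plus saturating MCL0020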
#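 Material: human MC4R-expressing U2OS cells. Probe or stimulus: Melanotan II challenge. Dosing: 6.5 µM single dose. Times: 30-min compound, 1-h challenge, 1-h detection, room temperature. Technique: TR-FRET with Eu-cAMP and labeled anti-cAMP, 671 nm. Replication: singlicate.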
# H9c2 protect: protects H9c2 cardiomyocytes from peroxide injury; H2O2 injury protection, ATPLite, 2 h; protection from H2O2 cell death, % at 20 µM; 360,000 tested, 0.63% active; AID 588492;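 active = compounds giving at least 50% protection of heart cells from peroxide-induced death in the single-dose screen, raw or plate-pattern-corrected value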;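 also: 0% = DMSO wells with peroxide and 100% = DMSO wells without peroxide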
# N-glyco inh: N-linked glycosylation inhibition | D54 ERlucT glycosylation luciferase reporter, 24 h; percent of 100 nM tunicamycin response | reporter increase, % at 12.5 µM | 360,000 tested, 0.23% active | AID 588692;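 active = mean luciferase reporter signal, scaled so untreated is 0 and the glycosylation-blocking control 100, at or above a set limit in every replicate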;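 also: luciferase carries N-glycosylation sites so blocking glycosylation raises the light; 0% = median of neutral control wells and 100% = median of 100 nM tunicamycin wells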
# Active calls of the source: *; x = no result given.
1	O=C(c1ccc(-c2nnc(Nc3ccccc3)c3ccccc23)cc1)N1C[C@H]2C[C@H](C1)c1cccc(=O)n1C2
2	Cc1cccc(NC(=S)NCCN2CCOCC2)c1
3	COC(=O)[C@@]1(Cc2ccccc2)[C@H]2C(=O)N(C)C(=O)[C@H]2[C@H]2CN=C(SCC(=O)c3ccccc3)N21
4	CN(CC(=O)NCC(c1ccccc1)N1CCCC1)S(=O)(=O)c1ccc(Cl)cc1 (stereo not drawn)
5	Cc1cccc(C)c1NC(=O)CN1C(=O)COc2ccccc21
6	COc1ccccc1N1CCN(C(=O)c2cc(-c3cccc(Cl)c3)on2)CC1
7	COC(=O)C1CN(C(=O)c2ccc(OC(F)F)cc2)c2ccccc2O1 (stereo not drawn)
8	COc1cccc(N=c2oc3ccc(OC)cc3cc2-c2nc3ccccc3[nH]2)c1
compound no.	1	2	3	4	5	6	7	8
CaV13 FRET inh	-1	-3	-5	-5	-6	-3	-4	-9
Vif inh	9	8	-5	-4	2	-4	-10	5
aDG glyco up	-0.2	-0.1	0.2	0.0	0.0	0.3	0.1	-0.3
MC4R ag barr	-1.0	0.6	-0.5	-0.3	-0.3	1.4	2.1	8.5*
PDI inh	-5	-2	-7	1	-2	-5	-3	-1
ABCB6 inh 2	99	95	101	100	97	95	102	94
HTR2A ag	0	1	3	-8	-1	-1	3	1
MC4R antagonist	-2	9	-5	-3	13	7	11	-15
H9c2 protect	-7	-1	25	1	5	0	5	-29
N-glyco inh	-1	2	5	-5	0	1	3	-4

# Single records (already shown). Order of values: CaV13 FRET inh	Vif inh	aDG glyco up	MC4R ag barr	PDI inh	ABCB6 inh 2	HTR2A ag	MC4R antagonist	H9c2 protect	N-glyco inh
# COC(=O)C1CN(C(=O)c2ccc(OC(F)F)cc2)c2ccccc2O1 (stereo not drawn) as listed: -4	-10	0.1	2.1	-3	102	3	11	5	3
# Cc1cccc(C)c1NC(=O)CN1C(=O)COc2ccccc21 as listed: -6	2	0.0	-0.3	-2	97	-1	13	5	0

# New compounds follow.
9	O=C(CCCSc1nc(-c2ccco2)cc(C(F)(F)F)n1)NCC1CCCO1 (stereo not drawn)
10	COc1ccccc1N1CCN(C2CCCN(C(=O)c3cc(C)oc3C)C2)CC1 (stereo not drawn)
11	COCOc1ccc(/C=C/C(=O)c2c(OCOC)cc(OCOC)c(CC=C(C)C)c2O)cc1OCOC
12	CCCCC(=O)OCC(=O)Nc1ccc(C)c(F)c1
13	O=C(Nc1cc(Cl)cc(Cl)c1)c1cccnc1
14	O=C(O)c1cn(Cc2ccccc2)c2ccc(Cl)cc2c1=O
15	COc1ccccc1N1C(=O)c2ccccc2NC1c1cc(OC)c(OC)c(OC)c1 (stereo not drawn)
16	NNC(=O)/C(=C\c1ccc(Br)cc1)NC(=O)c1cccs1
compound no.	9	10	11	12	13	14	15	16
CaV13 FRET inh	x	-2	x	6	-5	-5	-4	-7
Vif inh	0	-3	-3	-22	8	5	2	6
aDG glyco up	1.7	-0.1	-0.7	0.2	0.0	-0.2	0.0	-0.1
MC4R ag barr	-1.9	-2.1	0.4	-0.7	0.6	-2.5	1.1	-3.6
PDI inh	6	6	x	6	-4	4	-4	-6
ABCB6 inh 2	104	101	94	96	100	98	103	91
HTR2A ag	-5	1	-1	0	2	-9	1	-6
MC4R antagonist	4	0	5	5	2	2	7	0
H9c2 protect	1	16	4	-11	9	-4	6	-6
N-glyco inh	-1	1	8	2	0	2	2	3

# Records above shown as hits in MC4R ag barr.
nr	SMILES	CaV13 FRET inh	Vif inh	aDG glyco up	MC4R ag barr	PDI inh	ABCB6 inh 2	HTR2A ag	MC4R antagonist	N-glyco inh
8	COc1cccc(N=c2oc3ccc(OC)cc3cc2-c2nc3ccccc3[nH]2)c1	-9	5	-0.3	8.5*	-1	94	1	-15	-4

# Continued:
17	O=C(N/C(=C\c1cccnc1)C(=O)N1CCOCC1)c1ccco1
18	O=C1NC[C@@H](CCCCN2C[C@H](Cc3ccccc3)N(CCc3ccccc3)C(=O)C2=O)N(CCc2ccccc2)C1=O
19	CC(=O)/C=N/Nc1ccccc1
20	Cc1cc(C)nc(SCC(=O)N2CCC(C(N)=O)CC2)n1
21	COC(=O)c1ccc(CNC(=O)Cn2cnnn2)cc1
22	COc1ccc(/C=C/c2nc(-c3ccccc3)cc(=O)[nH]2)cc1
23	S=C(Nc1cccnc1)Nc1ccccn1
24	NS(=O)(=O)c1cccc(NC(=O)CCc2ccc(S(=O)(=O)N3CCOCC3)cc2)c1
compound no.	17	18	19	20	21	22	23	24
CaV13 FRET inh	13	-4	-8	-9	-3	1	x	-7
Vif inh	2	x	-3	-4	18	-4	-12	0
aDG glyco up	-0.4	0.0	0.2	0.1	0.0	-0.1	-0.1	0.3
MC4R ag barr	-3.5	x	1.8	0.4	-3.5	-1.7	-0.8	-0.3
PDI inh	1	x	3	12	-10	9	-2	-1
ABCB6 inh 2	93	100	97	96	98	97	98	104
HTR2A ag	5	8	1	4	0	-3	2	-4
MC4R antagonist	1	x	-4	2	8	-6	3	17
H9c2 protect	-4	x	0	2	1	14	-1	-5
N-glyco inh	2	x	1	3	1	1	1	1

25	CC(=O)NC(CC(=O)Nc1nc(C)cs1)c1ccccc1 (stereo not drawn)
26	CCOc1ccc2nc(SCC(=O)N3CCCCCC3)c(C#N)cc2c1
27	CC1(C)CC(=O)C2=C(C1)NC(SCC(=O)Nc1ccccc1)=C(C#N)C21CCCCC1
28	CCOc1ccc(CCNC(=O)C2CSC3(C)CCC(=O)N23)cc1OCC (stereo not drawn)
29	CC/C(O)=N\S(=O)(=O)c1ccc(N=NN(C)C)cc1
30	O=S(=O)(Nc1cccc(-c2cn3cccnc3n2)c1)c1ccc(Cl)cc1
31	O=C(Nc1ccc(S(=O)(=O)N2CCOCC2)cc1)c1ccc([N+](=O)[O-])cc1Cl
32	COc1ccccc1CNS(=O)(=O)c1ccc2c(c1)oc(=O)n2C
compound no.	25	26	27	28	29	30	31	32
CaV13 FRET inh	0	x	x	-6	x	-5	-21	-3
Vif inh	-3	-22	-21	1	x	-1	-3	7
aDG glyco up	0.0	0.8	-0.1	-0.1	-0.2	0.0	0.1	0.1
MC4R ag barr	-2.4	-0.2	2.2	-2.5	2.4	-0.7	0.8	1.7
PDI inh	11	1	-14	-10	0	-4	-7	x
ABCB6 inh 2	99	108	99	94	123	99	94	102
HTR2A ag	-1	3	-5	6	0	2	-4	-1
MC4R antagonist	6	10	3	2	-2	4	-3	15
H9c2 protect	3	3	-21	0	-10	4	-4	-10
N-glyco inh	2	-1	-9	2	2	-1	-1	-2

33	CS(=O)(=O)N1CCN(c2ccc([N+](=O)[O-])c3cccnc23)CC1
34	CC1CN(C2CCN(C(=O)COc3ccc(Cl)cc3)CC2)CC(C)O1 (stereo not drawn)
35	Cc1ccc2c(C)nc(N/C(N)=N/S(=O)(=O)c3ccccc3)nc2c1
36	COc1ccc(OC)c(S(=O)(=O)Nc2ccc(OCC(=O)O)cc2)c1
37	CN(C(=O)c1ccc(NC(=O)Cc2ccc(NC(=O)C3CCN(C(=O)C4CCCCC4)CC3)cc2)cc1)C1CC1
38	Cc1ccc(/C(N)=N/OC(=O)CCC2CCCCC2)cc1
39	Cc1ccc2cc3cc(C(=O)NCCN4CCOCC4)oc3nc2c1
40	OCC[C@H]1C[C@@H](O)[C@H](O)[C@@]2(CCc3ccccc3CO2)O1
compound no.	33	34	35	36	37	38	39	40
CaV13 FRET inh	-4	x	-9	-2	-10	x	-3	-10
Vif inh	-3	7	6	6	-4	0	-4	8
aDG glyco up	-0.1	0.1	-0.2	0.0	0.2	0.0	0.3	-0.1
MC4R ag barr	-2.1	-0.4	-1.3	-0.3	0.0	-1.7	1.0	-2.4
PDI inh	0	-6	3	x	-3	4	-7	-9
ABCB6 inh 2	96	100	99	98	84	97	112	99
HTR2A ag	1	5	8	0	11	1	-3	-4
MC4R antagonist	-1	2	13	3	4	-1	0	19
H9c2 protect	0	-2	2	5	-10	-7	0	2
N-glyco inh	-1	-1	0	-1	-2	0	0	1

41	CC1(C)CC(=O)c2sc(NC(=O)C3CC3)nc2C1
42	N#CC(C#N)=Cc1ccc(NC(=O)c2ccc(Br)cc2)cc1
43	O=C(NCc1cccnc1)c1sc2ccccc2c1Cl
44	O=C(NCc1ccccc1)Nc1nnc([C@@H]2C[C@H](O)[C@@H](CO)O2)s1
45	O=C(c1cc(Br)ccc1Cl)N1CCN(c2ncccn2)CC1
46	CC(C(=O)NCC(=O)Nc1ccc(F)c(F)c1F)N1CCN(c2ccc(O)cc2)CC1 (stereo not drawn)
47	CCc1ccc(CCC(=O)Nc2ccccc2C(=O)O)o1
48	CCN(C[C@H]1N[C@@](C)(C(=O)OC)[C@H]2C(=O)N(C)C(=O)[C@@H]12)C(=O)c1ccc(F)cc1
compound no.	41	42	43	44	45	46	47	48
CaV13 FRET inh	-7	-7	-9	-5	-1	-14	-4	-5
Vif inh	1	1	15	x	14	-1	-3	0
aDG glyco up	-0.2	-0.1	0.2	-0.1	0.0	-0.1	0.2	-0.2
MC4R ag barr	-0.7	-2.8	0.3	-0.8	-2.0	0.4	0.7	-2.5
PDI inh	1	7	3	0	-3	6	1	9
ABCB6 inh 2	100	94	88	100	96	114	97	105
HTR2A ag	5	1	-1	9	-1	0	0	-1
MC4R antagonist	2	11	6	-5	11	10	1	4
H9c2 protect	-5	-6	-2	-5	-3	-11	-3	0
N-glyco inh	-3	2	3	0	-2	-2	-3	3

49	COc1ccc(N2C(=O)CC(Cc3ccccc3OC)C2=O)cc1 (stereo not drawn)
50	CC(C)=CCN1CCN(Cc2nc(-c3ccc(F)cc3)cs2)CC1CCO (stereo not drawn)
51	Cc1cccc(NC(=O)C2CCN(c3ncnc4c3nc3n4CCCCC3)CC2)n1
52	C[C@H](NC(=O)c1ccccc1)C(=O)OCC(=O)c1c[nH]c2ccccc12
53	COc1ccc(-c2nc3ccc(C)cn3c2CC2CCCCC2)cc1OC
54	CCOC(=O)C1CCN(C2CCN(C(=O)c3oc4c(C)c(C)ccc4c3C)CC2)CC1
55	CCOc1ccc(CCN2C(=S)N([C@@H](CC(C)C)CN3CCCC3CN3C(=S)NC[C@@H]3Cc3ccc(O)cc3)C[C@@H]2Cc2ccccc2)cc1 (stereo partly drawn)
56	Clc1ccc(CNCCCSc2ncccn2)cc1Cl
57	Cc1ccc(C(=O)N2CCN(Cc3ccccc3)CC2)o1
compound no.	49	50	51	52	53	54	55	56	57
CaV13 FRET inh	-3	-4	-7	-2	-6	-5	-9	-18	-2
Vif inh	-5	0	-2	10	x	-6	x	22	7
aDG glyco up	-0.1	0.1	0.3	0.5	-0.1	0.1	-0.5	2.4*	-0.2
MC4R ag barr	0.4	0.2	-1.9	-0.6	x	-0.4	1.0	0.8	-3.6
PDI inh	4	-3	13	-6	x	0	4	0	-7
ABCB6 inh 2	96	95	88	94	109	136	93	99	90
HTR2A ag	-2	-4	1	2	-6	-9	-9	5	5
MC4R antagonist	8	-6	-1	3	x	1	9	3	3
H9c2 protect	4	0	0	-1	-2	-1	-20	0	2
N-glyco inh	0	-3	-2	1	0	1	-9	-1	1
